From PubChem
APE1 inh: blocks human APE1 abasic DNA cleavage. recombinant APE1, TAMRA/BHQ-2 abasic DNA cleavage fluorescence. Potency, µM (titrated, usually from 65.8 µM), inactives show at the highest dose activity change, negative = inhibition, most hits filed as inhibitors. actives 0.35% (n = 350,000). AID 2517;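 also: potency is read from the fitted curve at half-maximal effect; plate controls were vehicle for no effect and reference inhibitor for full effect; nearly all actives have a fitted effect of over 55% in size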
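Readout is kinetic fluorescence (ex 525, em 598 nm) from cleavage of 50 nM TAMRA/BHQ-2 THF abasic duplex by 0.75 nM APE1, compound added 15 min beforehand at RT.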
POLI inh: inhibitors of human DNA polymerase iota; Q9UNA4; Pol iota fluorescent replication assay, 10 min; Potency, µM (highest dose often 115 µM), for inactives: top-dose activity, negative = inhibition, actives largely listed as inhibitors; actives 1% (n = 390,000); also: potency is read from the fitted curve at half-maximal effect
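Fluorescent replication assay read twice, at 0 min and 10 min after adding 50 nM (final) substrate. Enzyme (10 nM) and compounds were first incubated 15 min at room temperature; enzyme-free buffer wells were negative controls.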
BLM helicase inh: blocks DNA unwinding by human BLM helicase | Potency, µM (series often up to 56.1 µM), without a hit: at the highest dose activity change, negative = inhibition, most hits filed as inhibitors | AID 2528 | recombinant BLM DNA unwinding, fluorescence dequenching | P54132 | actives 0.2% (n = 350,000);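 also: potency is read from the fitted curve at half-maximal effect; plate controls were vehicle for no effect and no enzyme for full effect; nearly all actives have a fitted effect of over 35% in size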
TRHR agonist: agonists of human TRH receptor | TRHR cells, calcium flux fluo-8, FDSS agonist mode | activation, % at 2 µM | P34981 | AID 493084 | actives 0.18% (n = 360,000); in the data active = activation above about 30%; also: 0% is about no effect
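Read-out: compound-evoked intracellular calcium rise in TRHR cells, fluo-8 dye, kinetic FDSS fluorescence at 1 s/cycle following a 10-cycle baseline. Cells cultured overnight before dye loading (30 min–1.5 h, RT).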
POLK inh: DNA polymerase kappa (human) inhibition; AID 588579; Q9UBT6; actives 0.53% (n = 400,000); purified Pol kappa, fluorescent DNA synthesis assay, 10 min; Potency, µM (highest dose often 107 µM), for inactives: at the highest dose activity, negative = inhibition, usual class: inhibitors; also: potency is read from the fitted curve at half-maximal effect; % is scaled to controls: 0 for no effect and ±100 for the full control effect
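Kinetic fluorescence screen: compound preincubated 15 min RT with 10 nM enzyme; 50 nM substrate (final) initiates; reads at 0/10 min.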
12-LOX inh: inhibitors of human 12S-lipoxygenase ALOX12. P18054. purified 12hLO, xylenol orange hydroperoxide absorbance. Potency, µM (top dose mostly 108 µM), for inactives: at the highest dose activity change, negative = inhibition, hits mostly inhibitors. actives 1.1% (n = 580,000); also: potency is read from the fitted curve at half-maximal effect; % is scaled to controls: 0 for no effect and ±100 for the full control effect
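Hydroperoxide product was detected by ferrous iron/xylenol orange as the 573 to 405 nm absorbance ratio. Arachidonic acid at 40 uM (final) was turned over for 30 min at room temperature by 150 nM human 12hLO, pH 7.0 Hepes buffer, after 15 min compound preincubation.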
Anesthetic bind: candidate novel general anesthetic via apoferritin binding; actives 0.074% (n = 350,000); apoferritin/1-aminoanthracene competitive binding, fluorescence; Potency, µM (top dose mostly 77.5 µM), for inactives: at the top dose activity change, negative = displacement, usual class: inhibitors; P02791; also: potency is read from the fitted curve at half-maximal effect; % is scaled to controls: 0 for no effect and ±100 for the full control effect; nearly all actives have a fitted effect of over 20% in size
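Horse-spleen apoferritin (10 uM) was mixed with 50% saturated 1-aminoanthracene in PBS, exposed to compounds for 10 min at room temperature, and read for fluorescence (ex 380 nm, em 535 nm). Competitive displacement was fitted with a four-parameter Hill equation.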
Pol beta inh: inhibitors of human DNA polymerase beta. Pol beta primer extension/strand displacement, fluorescence kinetic. Potency, µM (highest dose often 114 µM), without a hit: at the highest dose activity change, negative = inhibition, usual class: inhibitors. actives 1.3% (n = 340,000); also: potency is read from the fitted curve at half-maximal effect; % is scaled to controls: 0 for no effect and ±100 for the full control effect
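Homogeneous kinetic assay of primer extension and strand displacement by 10 nM Pol beta, preincubated 15 min at room temperature with compound before 50 nM substrate (final) was added. Read at 0 and 10 min; four-parameter Hill fit.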
ERG Ets-DNA blk: blocks human ERG Ets domain binding to DNA; P11308; fluorescence polarization, His-ERG Ets domain / labelled DNA; Potency, µM (series often up to 76.9 µM), for the others: at the top dose FP activity, negative = inhibition, hits mostly inhibitors; actives 0.028% (n = 370,000); AID 624246; active = well fitted inhibition curve with a large enough effect in the polarisation, with a control signal flat; inconclusive = small, poorly fitted or top-dose-only effect, or effect the other way, or a change in a side signal; inactive = no such curve, though single readings can be large or run the other way; the % refers to the polarisation;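 also: polarization taken with two DNA probes labelled with fluorescein and Texas red; potency is read from the fitted curve at half-maximal effect; % of control where 0% means no effect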
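His-tagged ERG Ets domain (1 uM in the protein solution; 300mM KCl, 50mM Tris-HCl, 1mM EDTA, 1mM DTT, pH 7.5) received compound, then a probe mix of 5 nM fluorescein-DNA and 100nM Texas-615-DNA. Fluorescence polarization was read for both dyes.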
Numbers without * were called inactive; ? = inconclusive; / = not tested or not shown; [ ] = another dose, or the depositor's remark. Unless noted, calls follow the shape of the dose curve; as a rule, active = well fitted curve in the direction sought with a large enough effect; inconclusive = small, poorly fitted or top-dose-only effect, or another doubt; inactive = no such curve, though single readings can be large; an effect the other way counts as inactive or inconclusive. This is a subset. The share of hits here may be higher or lower than overall.

item | SMILES | ERG Ets-DNA blk | Pol beta inh | Anesthetic bind | POLI inh | TRHR agonist
1 | Cc1ccccc1C1=NC(C(F)(F)F)(C(F)(F)F)c2c(n(-c3ccc(F)cc3)c(=O)[nH]c2=O)N1 | -11% | 22% | 10% | -13% | -0.4
2 | COc1ccc(C(=O)COC(=O)C(CC(C)C)N2C(=O)c3ccccc3C2=O)cc1 (centres undefined) | 4% | 34% | -22% | 3% | 1.1
3 | COc1ccc(OC)c(S(=O)(=O)Nc2ccccc2C(F)(F)F)c1 | -3% | 10% | 0% | 6% | -0.4
4 | COc1ccc(NS(=O)(=O)c2cccc(C(=O)NCCCN3CCCC3=O)c2)cc1 | 4% | / | / | 8% | -0.3
5 | CCN(CC(=O)Nc1ccccc1C(F)(F)F)CC(=O)NC1CC1 | 18% | / | / | -6% | -0.1
6 | COc1ccccc1N1CN(Cc2ccccc2)CNC1=S | 4% | 29% | 3% | -10%[58.9 µM] | 0.4
7 | COc1ccc(NC(=O)c2ccc(=O)[nH]c2)cc1S(=O)(=O)N1CCOCC1 | -11% | / | / | 17% | 0.2
8 | O=C(NCCc1c[nH]c2ccccc12)c1ccccc1O | / | / | 8% | / | /
9 | CN1CCN(C2=Cc3ccccc3Sc3cc(F)c(Cl)cc32)CC1 | 9% | -24% | -23% | -20% | 0.8
10 | CCn1c(O)c(/C=C2\C=Nc3ccccc32)sc1=O | 8% | 15% | -15% | 107%[activator] | 1.0
11 | CCCNC(=O)c1ccc(-c2nc3ccccc3s2)s1 | 9% | 16µM* | 98%[activator] | ? | 1.5
12 | CN(CCN1CCc2ccccc2C1)Cc1nc(-c2ccc3c(c2)OCO3)no1 | -7% | -3% | -1% | -14% | 0.7
13 | COc1ccc(OC)c(NC(=O)c2nnn(CCc3ccccc3)c2N)c1 | 2% | 5% | 1% | 11% | 0.9
14 | CC(Oc1ccccc1)C(=O)N1CCN(c2ccc(N3CCOCC3)nn2)CC1 (centres undefined) | 10% | / | / | 15% | 0.0
15 | Cc1cc(C)c(S(=O)(=O)N2CCOCC2)cc1NS(=O)(=O)c1cc(OCC(N)=O)c(C)cc1Cl | 19% | 23% | -5% | 48%[activator] | 0.5

item | 12-LOX inh | POLK inh | APE1 inh | BLM helicase inh
1 | -15% | -3% | -2% | 3%
2 | 2% | -9% | -8% | -9%
3 | ? | -11% | 2% | 1%
4 | -11% | -15% | 1% | /
5 | 158%[activator] | -13% | -9% | /
6 | ? | -3% | 20% | -16%
7 | -2% | -15% | -13% | /
8 | / | 10%[60.1 µM] | -3% | -10%
9 | -3% | 6% | -2% | -1%
10 | -8% | -3% | ? | -9%
11 | 0% | -10% | -4% | -7%
12 | 6% | -6% | 9% | -2%
13 | 3%[57.4 µM] | -15% | -4% | -1%
14 | -14% | -9% | -5% | /
15 | -8% | -3% | 7% | 4%

(continued)
item | SMILES | ERG Ets-DNA blk | Pol beta inh | Anesthetic bind | POLI inh | TRHR agonist
16 | CCOc1ncccc1C(=O)OCC(=O)Nc1ncc(C(F)(F)F)cc1Cl | 3% | -1% | -3% | 24% | -2.1
17 | CNC(=S)N/N=C/C1=CCC2CC1C2(C)C (centres undefined) | -6% | -18% | ? | 15% | -0.4
18 | CC1Cc2ccccc2N1C(=O)CCn1c(=O)oc2ccccc21 (centres undefined) | -7% | 30% | 6% | 113%[activator] | 0.1
19 | Cc1cc(C)nc(NS(=O)(=O)c2ccc(NC(=O)c3snnc3C)cc2)n1 | 5% | 4% | -4% | 16% | 0.9
20 | O=[N+]([O-])c1ccc2c(c1N1CCCCC1)=NC1(CCCCC1)[N+]=2[O-] | -3% | -20% | 2% | 40%[activator] | 0.6
21 | COc1ccc(S(=O)(=O)Nc2cc3c4c(c2)CCN4C(=O)CC3)cc1C | 19% | / | / | -6% | -0.3
22 | O=c1c2c3nc4ccccc4nc3n(/N=C/c3ccncc3)c2ncn1-c1ccccc1 | 3% | 0% | -7% | -11% | 0.2

item | 12-LOX inh | POLK inh | APE1 inh | BLM helicase inh
16 | -11% | -13% | 0% | -2%
17 | ? | 7% | 2% | -4%
18 | 3% | -13% | 14% | 1%
19 | -5% | 3% | 78%[activator] | 2%
20 | 0% | -6% | -4% | -2%
21 | -16% | -4% | 13% | /
22 | / | 2% | 2% | -3%

Excerpt: compounds 15 to 20
item | SMILES | ERG Ets-DNA blk | Pol beta inh | Anesthetic bind | POLI inh | TRHR agonist
15 | Cc1cc(C)c(S(=O)(=O)N2CCOCC2)cc1NS(=O)(=O)c1cc(OCC(N)=O)c(C)cc1Cl | 19% | 23% | -5% | 48%[activator] | 0.5
16 | CCOc1ncccc1C(=O)OCC(=O)Nc1ncc(C(F)(F)F)cc1Cl | 3% | -1% | -3% | 24% | -2.1
17 | CNC(=S)N/N=C/C1=CCC2CC1C2(C)C (centres undefined) | -6% | -18% | ? | 15% | -0.4
18 | CC1Cc2ccccc2N1C(=O)CCn1c(=O)oc2ccccc21 (centres undefined) | -7% | 30% | 6% | 113%[activator] | 0.1
19 | Cc1cc(C)nc(NS(=O)(=O)c2ccc(NC(=O)c3snnc3C)cc2)n1 | 5% | 4% | -4% | 16% | 0.9
20 | O=[N+]([O-])c1ccc2c(c1N1CCCCC1)=NC1(CCCCC1)[N+]=2[O-] | -3% | -20% | 2% | 40%[activator] | 0.6

item | 12-LOX inh | POLK inh | APE1 inh | BLM helicase inh
15 | -8% | -3% | 7% | 4%
16 | -11% | -13% | 0% | -2%
17 | ? | 7% | 2% | -4%
18 | 3% | -13% | 14% | 1%
19 | -5% | 3% | 78%[activator] | 2%
20 | 0% | -6% | -4% | -2%
